EBNA-1 inh: blocks EBNA-1 binding to DNA | 300,000 tested, 0.34% active | inhibition, % at 14.8 µM | EBNA-1 DNA binding, fluorescence polarization | AID 1950; in the data active means inhibition above about 28%
TPT1 inh: inhibitors of Candida albicans tRNA 2'-phosphotransferase TPT1. 300,000 tested, 0.81% active. recombinant caTPT1, FP RNA substrate dephosphorylation. AID 1962. inhibition, % at 5 µM;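 active means inhibition above the mean of all tested compounds plus 3 SD, set per screening campaign, cut at about 24% in these data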;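 further: plate controls were DMSO alone for no effect and ferristatin control at 100 nM for full effect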
core dimer inh: blocks dimerization of HCV core protein | TR-FRET GST/Flag-core106 dimerization, 1536-well | inhibition, % at 5 µM | 300,000 tested, 0.33% active | AID 1899;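 active means inhibition above the mean of all tested compounds plus 3 SD, set per screening campaign, cut at about 45% in these data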
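Assay system: Tagged HCV core106 pair (GST and Flag) | Buffer or medium: KF-containing HEPES buffer, pH 7.45, DTT, CHAPS, BSA | Also added: Eu donor and XL665 acceptor anti-tag antibodies | Dosing: One concentration, 5 µM, in 0.5% DMSO | Timing: 4 h at 22.5 °C | Technique: TR-FRET 671 and 617 nm emission | Repeats: Singlicate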
PP1 counter: PP1-alpha (human) inhibition in PP5 counter-screen | inhibition, % at 6.7 µM | 320,000 tested, 0.9% active | purified PP1alpha, OMFP fluorescence | P62136;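 active means inhibition above the mean inhibition of all tested compounds plus 3 SD, computed separately for each screening campaign, cut at about 15% in these data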
Target sequence (P62136 whole entry, looked up): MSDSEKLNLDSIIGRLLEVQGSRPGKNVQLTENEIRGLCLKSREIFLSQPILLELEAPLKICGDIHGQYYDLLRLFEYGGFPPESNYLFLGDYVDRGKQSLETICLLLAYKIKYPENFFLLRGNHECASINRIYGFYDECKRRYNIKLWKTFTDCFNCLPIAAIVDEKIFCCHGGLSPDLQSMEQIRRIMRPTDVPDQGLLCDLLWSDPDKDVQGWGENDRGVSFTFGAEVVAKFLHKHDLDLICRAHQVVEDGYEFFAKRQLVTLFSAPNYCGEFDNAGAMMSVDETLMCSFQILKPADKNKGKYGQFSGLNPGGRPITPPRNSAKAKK
PREPL inh: inhibits the human prolyl oligopeptidase-like enzyme. Q4J6C6. recombinant PREPL, fluorescence polarization activity-based probe. inhibition, % at 5.96 µM. 320,000 tested, 0.68% active; in the data active means inhibition above about 43%;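 further: 0% = enzyme with DMSO and 100% = wells lacking enzyme; many of its hits are not listed in these tables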
Fh CTSL1 inh: blocks F. hepatica cathepsin L1 in PFM18AAP counter-screen; 300,000 tested, 0.49% active; inhibition, % at 5.96 µM; recombinant F. hepatica cathepsin L1, Z-Leu-Arg-MCA fluorescence;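 active means inhibition above the mean of all tested compounds plus 3 SD, set per screening campaign, cut at about 17% in these data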;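 further: 0% = plate median of test compound wells and 100% = 1 µM Z-Phe-Ala-diazomethylketone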
ZTA DNA inh: ZTA (EBV) inhibition in EBNA-1 counter-screen; P03206; ZTA-DNA binding, fluorescence polarization; inhibition, % at 11 µM; 320,000 tested, 0.15% active; AID 2234; in the data active means inhibition above about 33%
PP5 inh: inhibitors of human protein phosphatase 5 (PP5); P53041; purified PP5c, OMFP substrate fluorescence; inhibition, % at 6.7 µM; 320,000 tested, 0.18% active; AID 1987;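 active means inhibition above the campaign's mean inhibition across all tested compounds plus 3 SD, cut at about 9.5% in these data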;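 further: 0% = DMSO only and 100% = 100 µM cantharidin control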
Target sequence (P53041 whole entry, looked up): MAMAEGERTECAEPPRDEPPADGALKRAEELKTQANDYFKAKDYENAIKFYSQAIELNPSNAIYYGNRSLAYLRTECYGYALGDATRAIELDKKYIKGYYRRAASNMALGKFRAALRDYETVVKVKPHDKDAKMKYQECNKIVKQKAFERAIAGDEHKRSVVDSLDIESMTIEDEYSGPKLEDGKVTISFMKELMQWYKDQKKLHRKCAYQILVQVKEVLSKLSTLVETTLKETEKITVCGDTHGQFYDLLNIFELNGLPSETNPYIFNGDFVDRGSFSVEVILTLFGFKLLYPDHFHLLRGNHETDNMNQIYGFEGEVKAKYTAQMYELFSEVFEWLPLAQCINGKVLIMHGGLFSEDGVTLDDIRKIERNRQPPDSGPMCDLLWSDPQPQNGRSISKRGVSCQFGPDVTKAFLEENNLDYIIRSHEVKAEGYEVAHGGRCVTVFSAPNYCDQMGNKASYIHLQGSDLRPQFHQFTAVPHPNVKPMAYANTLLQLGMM
Efflux pump inh: blocks antifungal efflux pumps in multiplex yeast assay; S. cerevisiae Candida pump triplex, Nile Red efflux; inhibition, % at 10 µM; 330,000 tested, 0.44% active;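 active means plate passing quality check with inhibition over a set limit, or well fluorescence over plate mean plus 4 SD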;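 further: Nile Red retained in pooled yeast measured as flow cytometry median fluorescence; 0% = buffer negative control and 100% = Enniatin B positive control; higher means more Nile Red kept so more efflux inhibition; some compounds called inactive have numbers as strong as hits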
Numbers without * were called inactive; / = not tested or not shown.

No.	SMILES	Fh CTSL1 inh	core dimer inh	ZTA DNA inh	PP1 counter	PREPL inh
1	Cc1ccccc1C(=O)N1CCCC(CCC(=O)N2CCN(c3ccccn3)CC2)C1 (centres undefined)	-9	2	-5	1	12
2	O=C(NCCc1cn2ccsc2n1)c1cccs1	-1	9	13	-1	-5
3	CN(C)C(CN1C(=O)C2CC=CCC2C1=O)c1cn(C)c2ccccc12 (centres undefined)	6	0	2	0	21
4	O=[N+]([O-])c1ccc(-c2ccc(/C=N/O)o2)cc1	2	-1	-8	-2	2
5	CC(C)c1ccc(NC(=O)c2sccc2-n2cccc2)cc1	2	12	11	0	-5
6	Nc1ccccc1SCC(=O)Nc1nccs1	-2	-3	7	-1	2
7	O=C(c1cccc(Cl)c1)N(Cc1cccs1)C1CCS(=O)(=O)C1 (centres undefined)	-1	-2	-16	-1	8
8	Cc1nonc1N1CCN(Cc2cn[nH]c2-c2ccc3c(c2)OCO3)CC1	-3	3	-8	-5	12
9	CCCCn1nc(C(=O)N(C)C2CCCCC2)c2ccccc2c1=O	/	/	3	-2	17
10	O=C(Cn1cnc2c(nnn2Cc2ccc(F)cc2)c1=O)NCC1CCCO1 (centres undefined)	9	-2	2	0	24
11	O=C(CSc1nc2ncccc2[nH]1)c1ccc(F)cc1	0	-8	-4	-1	5
12	O=C(CCS(=O)(=O)c1cc2c(cc1Cl)NC(=O)CO2)NCc1ccc(F)cc1	0	-1	0	2	-4
13	O=C(CCS(=O)(=O)c1ccccc1)Nc1nc2c(s1)CCCC2	-3	19	-13	-2	15
14	CCOC(=O)CCCCC(=O)NC(CO)C(=O)NC (centres undefined)	-5	-1	-12	-5	-6
15	COc1ccc2[nH]c3c(c2c1)CCNC3c1ccc([N+](=O)[O-])o1 (centres undefined)	2	-7	-14	8	37

No.	TPT1 inh	Efflux pump inh	PP5 inh	EBNA-1 inh
1	-2	0.0	-1.5	-9
2	-4	-0.1	-3.5	14
3	1	0.1	0.7	-1
4	0	0.2	-1.4	-7
5	-2	0.0	2.1	9
6	-6	0.0	1.1	8
7	-7	-0.1	2.5	-5
8	1	-0.1	3.6	11
9	/	0.2	0.5	/
10	-2	-0.2	2.9	5
11	3	-0.1	0.8	3
12	-1	-0.1	-0.4	2
13	-5	-0.1	2.7	1
14	-8	-0.1	0.3	-3
15	4	1.9	1.7	-3

Later entries
No.	SMILES	Fh CTSL1 inh	core dimer inh	ZTA DNA inh	PP1 counter	PREPL inh
16	O=Cc1cnc(N2CCCCC2)s1	0	-2	4	-4	8
17	Cc1ccc(N2CC(C(=O)OCC(=O)c3c(N)n(CC(C)C)c(=O)n(C)c3=O)CC2=O)cc1 (centres undefined)	-5	-2	-5	-1	14
18	Cc1ccc(NC(=O)CN2C(=O)S/C(=C\c3cc(Cl)c(OCC(=O)O)c(Cl)c3)C2=O)cc1	4	21	-4	-2	-6
19	COc1cc(CCC(=O)Nc2c(C(=O)N3CCN(c4ccccc4OC)CC3)oc3ccccc23)on1	0	5	-8	-4	1
20	COc1ccc(-c2nnc(SCc3c(C)noc3C)o2)cc1	4	4	-2	-2	-5
21	O=C(NCc1ccccc1)c1nc(S(=O)(=O)Cc2ccccc2)ncc1Cl	-1	-5	-9	-2	6
22	COc1ccc(C(=O)COC(=O)CSCc2c(C)noc2C)cc1OC	-48	1	-5	-2	9
23	CC(C)CCC(C)N=Cc1c(O)n(Cc2ccccc2)c(=O)c2ccccc12 (centres undefined)	-1	8	-4	3	1
24	COc1c(Cl)cc(Cl)cc1C(=O)Nc1ccc(CN2CCCCC2)cc1	7	-26	-3	-1	-4
25	COC(=O)C(C(=O)Nc1ccccc1C)C1CCCCCC1 (centres undefined)	0	2	-7	-3	13
26	O=C(CSC1=NS(=O)(=O)c2ccccc2N1)NCCc1ccccc1	2	0	6	-7	-2
27	CC(Sc1nnc2c(n1)[nH]c1ccccc12)C(=O)N(C)C1CCCCC1 (centres undefined)	-1	10	-1	6	13
28	CS(=O)(=O)c1ccc(C(=O)Nc2ccccc2N2CCOCC2)c(Cl)c1	0	3	1	-2	5
29	Cc1csc(NC(=O)c2ccc[nH]c2=O)n1	1	2	-1	3	-5
30	O=C(CSc1nc2ccc(Cl)cc2[nH]1)NCCc1ccc(Cl)cc1	-1	-1	13	3	-18

No.	TPT1 inh	Efflux pump inh	PP5 inh	EBNA-1 inh
16	1	-0.1	0.7	-1
17	1	0.2	2.1	-4
18	5	-0.2	0.3	6
19	2	0.3	4.2	5
20	0	0.1	-0.5	-9
21	-1	-0.2	2.4	-2
22	2	0.2	2.0	2
23	1	-0.1	2.9	-7
24	-1	-0.3	-0.7	9
25	0	0.5	3.1	-20
26	-1	0.1	-1.9	7
27	-2	0.0	2.0	15
28	2	-0.2	1.3	9
29	2	0.0	2.4	-4
30	3	-0.1	0.7	0

Sorted by number of heavy atoms (descending): part of the list above
No.	SMILES	Fh CTSL1 inh	core dimer inh	ZTA DNA inh	PP1 counter	PREPL inh
19	COc1cc(CCC(=O)Nc2c(C(=O)N3CCN(c4ccccc4OC)CC3)oc3ccccc23)on1	0	5	-8	-4	1
24	COc1c(Cl)cc(Cl)cc1C(=O)Nc1ccc(CN2CCCCC2)cc1	7	-26	-3	-1	-4
30	O=C(CSc1nc2ccc(Cl)cc2[nH]1)NCCc1ccc(Cl)cc1	-1	-1	13	3	-18
25	COC(=O)C(C(=O)Nc1ccccc1C)C1CCCCCC1 (centres undefined)	0	2	-7	-3	13
29	Cc1csc(NC(=O)c2ccc[nH]c2=O)n1	1	2	-1	3	-5

No.	TPT1 inh	Efflux pump inh	PP5 inh	EBNA-1 inh
19	2	0.3	4.2	5
24	-1	-0.3	-0.7	9
30	3	-0.1	0.7	0
25	0	0.5	3.1	-20
29	2	0.0	2.4	-4

Some entries already given, showing only core dimer inh.
cpd | structure | core dimer inh
20 | COc1ccc(-c2nnc(SCc3c(C)noc3C)o2)cc1 | 4
21 | O=C(NCc1ccccc1)c1nc(S(=O)(=O)Cc2ccccc2)ncc1Cl | -5
22 | COc1ccc(C(=O)COC(=O)CSCc2c(C)noc2C)cc1OC | 1
23 | CC(C)CCC(C)N=Cc1c(O)n(Cc2ccccc2)c(=O)c2ccccc12 (centres undefined) | 8
24 | COc1c(Cl)cc(Cl)cc1C(=O)Nc1ccc(CN2CCCCC2)cc1 | -26

Results in sequence from the list:
Compounds 10–15 in PP1 counter: 0, -1, 2, -2, -5, 8

More results follow:
No.	SMILES	Fh CTSL1 inh	core dimer inh	ZTA DNA inh	PP1 counter	PREPL inh
31	Cc1c(C(=O)Nc2ccc(F)cc2)nnn1-c1cccc(C(F)(F)F)c1	-2	1	10	9	-2
32	CC(=O)Nc1ccc2nc(NC(=O)CCc3ccccc3)sc2c1	0	1	9	-4	7
33	O=C(CCNS(=O)(=O)c1ccccc1F)N1CCN(C(c2ccccc2)c2ccccc2)CC1	4	10	-2	1	3
34	CC(C(=O)NCc1ccc(Cl)cc1)n1cccc1C(=O)c1ccccc1 (centres undefined)	-1	2	10	4	-27
35	CCNc1nc(NCC)nc(N/N=C/c2ccc(OC)cc2)n1	4	-3	-1	0	2
36	CC1CC(C)CN(C(=O)c2ccc(N3CC4CC(C3)c3cccc(=O)n3C4)c([N+](=O)[O-])c2)C1 (centres undefined)	-1	-3	-7	-1	3
37	Cc1ccc(-n2ccc(=O)c(C(=O)Nc3ccc(S(=O)(=O)Nc4onc(C)c4C)cc3)n2)cc1	2	11	7	-3	5
38	Cc1nn(CCO)c(N)c1C1(O)C(=O)Nc2c(Cl)cc(Cl)cc21 (centres undefined)	-2	1	0	-3	-4
39	O=C(CC(Sc1ccc(Br)cc1)C(=O)O)c1ccc(Br)cc1 (centres undefined)	5	9	17	1	-3
40	O=C(CSCc1ccc(Cl)cc1)N1CCCCC1	-1	1	4	-3	4
41	Cc1sc2nc(CSc3n[nH]c(N)n3)[nH]c(=O)c2c1C	-1	-1	-7	-7	-3
42	Cc1[nH]c(C)c(S(=O)(=O)NCc2ccco2)c1C(=O)N1CCCCC1	1	11	-1	-1	5
43	Cn1c(Cn2nnc3ccccc32)nnc1SCC(=O)c1ccccc1F	3	6	4	-1	16
44	Cc1csc(SC(C)C(=O)Nc2ccc(Cl)cn2)n1 (centres undefined)	0	-2	7	-3	-3
45	O=C1C2C3C=CC(C3)C2C(=O)N1CNc1ccc(O)cc1 (centres undefined)	71*	-14	32	2	19

No.	TPT1 inh	Efflux pump inh	PP5 inh	EBNA-1 inh
31	-2	-0.1	0.6	7
32	1	0.0	-0.9	10
33	-2	0.1	0.0	-2
34	1	0.2	0.6	-7
35	-2	-0.1	0.6	0
36	-6	-0.8	-0.4	1
37	-3	0.4	0.1	-20
38	-5	0.0	1.8	-3
39	0	-0.1	-0.4	13
40	-3	0.1	-0.2	10
41	-2	-0.2	-0.3	5
42	-4	-0.2	0.1	7
43	2	-0.1	7.7	-4
44	-2	0.0	0.6	-6
45	-2	0.0	6.9	-3

(cont.)
No.	SMILES	Fh CTSL1 inh	core dimer inh	ZTA DNA inh	PP1 counter	PREPL inh
46	Cc1ccc(C2/C(=C(\O)c3ccc4c(c3)OCCO4)C(=O)C(=O)N2Cc2cccnc2)cc1 (centres undefined)	8	-12	-5	1	5
47	N#Cc1ccc(Sc2nc3ccccc3[nH]2)cc1C#N	-1	0	4	-2	-5
48	CCN1C(=O)[C@@H]2[C@@H](c3ccc(-c4cccc(Cl)c4)c(OC)c3)N3CCCC[C@@]3(C(=O)OC)[C@@H]2C1=O	3	13	4	0	0
49	Oc1cccc(/C=N/N2CCN(c3ccccn3)CC2)c1	-1	-5	-3	-1	-1

No.	TPT1 inh	Efflux pump inh	PP5 inh	EBNA-1 inh
46	0	-0.1	-0.7	-4
47	-6	-0.1	2.0	7
48	3	0.1	4.6	2
49	-1	0.0	1.9	10

Only part of the results is shown (hit frequency here may not be typical).
